Source: PubChem (SRMLSC)
SK-BR-3 tox 24h: SK-BR-3 proliferation inhibitors, primary screen, cell-based, human, 24 h | SK-BR-3 viability, CellTiter-Glo ATP luminescence; stronger effect = lower value | 41,000 tested, 0.47% active | viability, % at 10 µM;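 active = viability at or below the median of all test compounds minus 3 SD, in both replicates if run twice, cut at about 45% in these data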;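 note: 100% = median untreated cell wells and 0% = median positive control drug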
* = called active by the depositor. Only part of the results is shown, so the mix of outcomes need not match the whole.

structure	SK-BR-3 tox 24h
CCCCC1(C(=O)OCC)CC(CN2CCOCC2)OC1=O (stereo not given)	125
CN(c1cccc(NC(=O)COc2ccccc2)c1)S(C)(=O)=O	95
COC(=O)CN1C(=O)C2(OCCCO2)c2cc(Br)ccc21	97
Cc1ccc(NC(=O)CSCC(=O)Nc2ncc3c(n2)CC(c2ccco2)CC3=O)cc1 (stereo not given)	91
CCOC(=O)N1CCN(c2ncnc3c2oc2nc(C(C)C)c4c(c23)CCC4)CC1	79
CCOc1ccc(C2C=C(c3ccc(C)cc3)Nc3nnnn32)cc1 (stereo not given)	86
Cc1ccc2cc(CN(CC3CCCO3)S(=O)(=O)c3cccc4nsnc34)c(=O)[nH]c2c1 (stereo not given)	71
COC(=O)c1cc(O)c(OCc2ccccc2)c(O)c1	96
CC1CCN(c2nc(-c3ccccc3)c(C#N)c(=O)[nH]2)CC1	55
CCSc1nnc(NC(=O)c2ccc(C)o2)s1	108
COc1ccc2c(c1)CC(C1(O)C(=O)N(C)c3ccccc31)C2=O (stereo not given)	88
CC(C)c1cc(C(=O)Nc2cccnc2)no1	96
COC(=O)c1ccccc1NC(=O)C1CCN(C(=O)c2cc(OC)cc(OC)c2)CC1	86
CC(C)N1CCc2c(sc(N)c2C#N)C1	100
COc1ccc(OC)c(C(=O)CSc2nc3ncccc3[nH]2)c1	83
O=C(Nc1nccs1)c1ccc(S(=O)(=O)c2ccccc2)cc1	103
O=C(NC1CS(=O)(=O)CC1NCc1ccco1)c1ccccc1 (stereo not given)	60
CCCCC(=O)N1CC2(C)CN(C(=O)CCCC)CC(C)(C1)C2=O	98
CCCCCn1c(Sc2nc3ccccc3s2)nc2c1c(=O)[nH]c(=O)n2C	62
CN(CCO)C(=O)c1cccc2c1-c1ccccc1C2=O	122
CN(CC(=O)NCCN1CCN(Cc2ccccc2)CC1)S(=O)(=O)c1cccc2nsnc12	85
CCCCOc1ccc(S(=O)(=O)Nc2cc(OC)ccc2OC)cc1	90
CCOC(=O)c1cc2c(ccn2-c2ccc(F)cc2)n1CC(=O)N1CCN(C(=O)c2ccco2)CC1	55
C=CCN1C(=O)C(O)(CC(=O)c2ccc(Cl)cc2)c2ccccc21 (stereo not given)	87

An excerpt of these results, field by field:
O=C(NC1CS(=O)(=O)CC1NCc1ccco1)c1ccccc1 (stereo not given)
  SK-BR-3 tox 24h: 60

CCCCC(=O)N1CC2(C)CN(C(=O)CCCC)CC(C)(C1)C2=O
  SK-BR-3 tox 24h: 98

CCCCCn1c(Sc2nc3ccccc3s2)nc2c1c(=O)[nH]c(=O)n2C
  SK-BR-3 tox 24h: 62

Later entries.
structure	SK-BR-3 tox 24h
CC(C)(C)c1ccc(S(=O)(=O)NCCOCC(F)(F)C(F)F)cc1	93
Cc1nc2ccccc2c(=O)n1C1CCCCCC1	95
Nc1ccc2ncccc2c1N	88
Cc1cc(C(=O)N(C)CC(=O)Nc2ccccc2C(F)(F)F)c(C)o1	106
Cc1cc(C(=O)COc2ncnc3sccc23)c(C)n1C	83
CCC(c1nnnn1CCc1ccccc1)N(Cc1ccco1)Cc1cc2c(C)ccc(C)c2[nH]c1=O (stereo not given)	99
CCN(Cc1cc2ccccc2[nH]c1=O)S(=O)(=O)c1ccccc1	76
Cc1cc(CNC(=O)Nc2ccc3c(c2)OCO3)nn1C	114
Cn1c(SCC(=O)OC2CCCCC2)nnc1-c1ccc(S(=O)(=O)N2CCCC2)cc1	105
O=C(NCCCNC1CCCCC1)c1ccc(/C=N/O)nc1	89
Cc1ccccc1C(=O)Nc1c(C(=O)N2CCCC2)cnn1-c1ccccc1	84
CCOc1nc(C#N)nc(N2CCCCC2)n1	39*
CC(=O)NCCc1csc(-c2ccccc2)n1	97
Cc1cccc(Cn2c(=O)c3c(nc4n3CCCN4Cc3ccccc3)n(C)c2=O)c1	80
CCOc1ccc(C2C(C#N)=C(N)Oc3cc(C)n(CCN(C)C)c(=O)c32)cc1OCC (stereo not given)	95
CC(C)OC(=O)C(C#N)c1nc2ccccc2nc1N1CCCC1 (stereo not given)	73
COc1ccc(-c2nnn(CC(=O)N(Cc3cccs3)C(C)C(=O)NC3CCCC3)n2)cc1OC (stereo not given)	58
Cn1c(C(=O)N2CCc3ccccc3C2)cc2c(=O)n3ccccc3nc21	91
CC1(C(=O)N(CC(=O)NC2CCCC2)C2CCCC2)CC(=O)N=C2C=CC=CN21 (stereo not given)	135
O=C(O)CN1C(=O)c2cccc(Oc3ccc(Cl)cc3)c2C1=O	103
OC1C=CSc2nc3ccccc3n21 (stereo not given)	97
N#CCSc1nnc(C2CCCCC2)n1-c1ccccc1	125
CSc1nc2nc(C)cc(-c3ccccc3)n2n1	92
CCn1c(CNc2ccc(Cl)cc2)nnc1SCC(=O)NCc1ccccc1	94

Single values from above:
COc1ccc(-c2nnn(CC(=O)N(Cc3cccs3)C(C)C(=O)NC3CCCC3)n2)cc1OC (stereo not given) | SK-BR-3 tox 24h = 58
OC1C=CSc2nc3ccccc3n21 (stereo not given) | SK-BR-3 tox 24h = 97
N#CCSc1nnc(C2CCCCC2)n1-c1ccccc1 | SK-BR-3 tox 24h = 125
CC(C)c1cc(C(=O)Nc2cccnc2)no1 | SK-BR-3 tox 24h = 96

(further entries)
structure	SK-BR-3 tox 24h
Cc1nn2c(-c3cccc(NC(=O)CN4CCOCC4)c3)nnc2c2ccccc12	103
N#Cc1nc(COc2ccc(Br)cc2)oc1NCCN1CCOCC1	101
Cn1c(Cn2nnc3ccccc32)nnc1SCC(=O)c1ccc(F)cc1	101
Oc1ccc(N2CCN(C(c3ccncc3)c3nnnn3C3CCCC3)CC2)cc1 (stereo not given)	79
COC(=O)CSc1nc2c(c(-c3ccc(C)o3)c1C#N)CCCC2	108
Cc1ccc(C(c2nnnn2Cc2cccs2)N2CCN(Cc3ccc4c(c3)OCO4)CC2)cc1 (stereo not given)	68
CCCc1nnc(SCC(=O)N2CCOCC2)n1CCCOC	82
COc1cccc2[nH]c3c(N4CCC(C(N)=O)CC4)ncnc3c12	101
CCOc1cccc(-c2nn3c(-c4ccccn4)nnc3s2)c1	116
Cc1ccc(C)c(-n2c(SCC(N)=O)nnc2-c2ccccn2)c1	99
COc1ccccc1NC(=O)CNC(=O)c1ccc(F)cc1	96
c1ccc(CN2C3=NCCCN3c3ccccc32)cc1	91

Two records picked at random from the list so far, as already listed:
structure	SK-BR-3 tox 24h
CCCc1nnc(SCC(=O)N2CCOCC2)n1CCCOC	82
COc1ccccc1NC(=O)CNC(=O)c1ccc(F)cc1	96

Some of the entries above, set out differently:
Cc1nn2c(-c3cccc(NC(=O)CN4CCOCC4)c3)nnc2c2ccccc12
- SK-BR-3 tox 24h: 103

N#Cc1nc(COc2ccc(Br)cc2)oc1NCCN1CCOCC1
- SK-BR-3 tox 24h: 101

Next entries follow:
structure	SK-BR-3 tox 24h
Cn1c(SCc2ccc(F)cc2)nnc1-c1cccs1	103
COc1cccc(N(C(=O)Cn2nnc3ccccc32)C(C(=O)NCc2ccco2)c2cccnc2)c1 (stereo not given)	92
CCN=C1SC(C(=O)Nc2ccc(Cl)c(Cl)c2)CC(=O)N1CC (stereo not given)	89
CCOc1ccc(OCC)c(NC(=O)CN2CCN(c3cccc(C)c3)CC2)c1	78
CC(C)(C)Nc1nc(C(N)=O)nc(N2CCOCC2)n1	105
c1ccc2c(c1)nnn2Cc1nnc2sc(-c3ccc4c(c3)OCCO4)nn12	99
Cn1c(=O)c2cn(Cc3ccc(Cl)cc3)cc2n(C)c1=O	108
COCCn1c(COc2ccc(Cl)cc2)nnc1SCC(N)=O	64
CCN(CC)S(=O)(=O)c1ccc2c(c1)c(=O)c(C(=O)NCCOC)cn2C	100
Cc1coc(C)c1C(=O)CC1(O)C(=O)N(CCc2ccccc2)c2ccccc21 (stereo not given)	105
CCNc1nc(NC(C)C)nc(NS(=O)(=O)c2ccc(Cl)cc2)n1	42*
O=C(NC1CCCCC1)c1ccc(Cn2cc(Br)cn2)o1	87
CCCNC(=O)c1cc(SC)ccc1Cl	91
Cc1ccnc(SCCn2c(N3CCC(C)CC3)nc3c2c(=O)n(C)c(=O)n3C)n1	108
CCC(=O)Nn1c(C)nnc1C	109
Cc1ccc2c(c1)N(CC(=O)N1CCCCCC1)C(=O)CO2	92
Cc1[nH]c2ccc(F)cc2c(=O)c1SC(F)(F)C(F)F	106
COc1ccc(C(=O)OCCN2CCOCC2)cc1OC	85
Cn1c(=O)c2c(nc(-n3ccnc3)n2Cc2ccc(Cl)cc2Cl)n(C)c1=O	128
COc1ccc(C2C3=C(CC(C)(C)CC3=O)Nc3c2c(=O)[nH]c(=O)n3Cc2ccccc2)cc1OC (stereo not given)	112
COc1nc(C#N)c(N2CCOCC2)o1	107
CCCCn1nc(CC(=O)O)c2ccccc2c1=O	95
CN(C(=O)c1ccncc1)C1CC(C)(C)N(O)C(C)(C)C1	99
COc1cc(NC(=O)C23CC4CC(C2)CC(n2nnc(C)n2)(C4)C3)c(OC)cc1Cl	80
CN(C(=O)c1cccc(C#N)c1)c1nnc(-c2ccncc2)s1	116
COC(=O)Cc1c(C)nc2nc(-c3ccco3)[nH]n2c1=O	84
Cc1ccc2c(CNCc3ccco3)cc(=O)oc2c1	107
COC(=O)COc1cccc(-n2cnnn2)c1	77
C=CCN1CCN(C(CC(C)C)c2nnnn2CCOC)CC1 (stereo not given)	74
COc1cccc(C(=O)n2cnnc2N)c1OC	89
Cc1nc(-c2ccc(NS(C)(=O)=O)cc2)cs1	90
CC(=O)Nc1c(Cl)n(C(C)=O)c2ccccc12	74
O=C(c1cc(N2CCCCC2)nc2ccccc12)N1CCOCC1	95
Cc1nnsc1NC(=O)OCC(C)C	104
CC(NC(=O)NCC1CCCO1)(C(F)(F)F)C(F)(F)F (stereo not given)	91
CCOc1ccc(-c2nc(=S)[nH][nH]2)cc1	91
COC(=O)c1sc(NC(=O)c2ccc(OC)cc2OC)nc1C	100
COC(=O)c1cn(-c2ccccc2)nc1C(=O)OC	84
CCCCNC(=O)c1c[nH]c2ccc(S(=O)(=O)Nc3ccc(OCC)cc3)cc2c1=O	70
O=C(O)C(O)c1ccco1 (stereo not given)	82
Cc1ccc2nc(S(=O)(=O)O)[nH]c2c1	86
O=C1c2ccccc2C(=O)N1CCCc1nc2ccccc2c(=O)n1-c1cccnc1	114
COc1ccc(-c2nnn(CC(=O)Nc3sc4c(c3C#N)CCCC4)n2)cc1	101
COc1ccc(Cl)cc1N(CC(=O)Nc1ccc2c(c1)OCCO2)S(C)(=O)=O	87
